# Thrombin inh: thrombin (human) inhibition; alpha-thrombin, Boc-VPR-AMC fluorogenic substrate cleavage; P00734; inhibition, % at 5 µM; 0.26% of 220,000 active;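 active = inhibition at or above 40%; inactive = inhibition below 40%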;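 note: 0% = enzyme with no compound and 100% = wells without enzyme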
#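 System – human alpha-thrombin protein · Reagent – Boc-VPR-AMC substrate, 15 µM final · Compound – 5 µM single dose in 0.2% DMSO · Schedule – reaction at room temperature · Technique – AMC fluorescence at 355 nm excitation and 460 nm emission · Read-out basis – % inhibition relative to enzyme controls and enzyme-free blanks · Control set – no-compound enzyme wells and no-enzyme blanks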
# FXIa inh 1536: factor XIa (human) inhibition; purified FXIa, Boc-Glu-Ala-Arg-AMC fluorogenic substrate; inhibition, % at 5 µM; 0.14% of 220,000 active; AID 798;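 active = inhibition of at least 40%; inactive = inhibition below 40%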;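 note: fluorescence of freed AMC excited at 355 nm; 0% = enzyme without compound and 100% = no enzyme blank; many of its hits are not listed in these tables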
# Target sequence (P03951 19-387 limits assumed): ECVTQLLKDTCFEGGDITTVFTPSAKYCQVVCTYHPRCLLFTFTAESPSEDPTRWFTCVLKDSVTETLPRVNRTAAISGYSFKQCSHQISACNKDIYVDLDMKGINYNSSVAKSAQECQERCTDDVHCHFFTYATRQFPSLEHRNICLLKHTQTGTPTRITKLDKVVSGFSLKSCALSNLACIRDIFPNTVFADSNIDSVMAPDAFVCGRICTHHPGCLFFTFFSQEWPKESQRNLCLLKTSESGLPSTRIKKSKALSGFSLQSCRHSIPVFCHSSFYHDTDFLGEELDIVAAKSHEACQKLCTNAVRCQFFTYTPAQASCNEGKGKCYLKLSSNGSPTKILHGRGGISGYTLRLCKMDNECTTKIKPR
# Target sequence (P03951 388-625 limits assumed): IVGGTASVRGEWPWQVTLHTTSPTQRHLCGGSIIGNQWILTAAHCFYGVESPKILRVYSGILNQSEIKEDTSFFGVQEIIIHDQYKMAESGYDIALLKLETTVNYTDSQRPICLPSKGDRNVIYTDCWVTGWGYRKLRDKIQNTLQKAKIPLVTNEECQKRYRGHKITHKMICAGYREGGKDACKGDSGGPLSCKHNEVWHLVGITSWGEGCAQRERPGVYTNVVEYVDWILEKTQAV
# Runt-SMMHC FRET: Runt domain-CBFb-SMMHC interaction inhibition; Q01196+Q13951; Cerulean-Runt/Venus-CBFb-SMMHC FRET ratio 530/480, 1 h; inhibition, % at 20 µM; 0.74% of 220,000 active; AID 1434;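 active = mean inhibition across duplicate retests at 20 µM reaching about 50%, limit read from the data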;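 note: 0% = DMSO wells and 100% = wells with excess untagged CBFb-SMMHC; inhibitors lower the FRET ratio by blocking Runt binding to CBFb-SMMHC; some results filed as inactive read as strong as hits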
# Runt-CBFb FRET: blocks binding of human RUNX1 Runt domain to CBFb; inhibition, % at 20 µM; 0.46% of 220,000 active; Cerulean-Runt/Venus-CBFb FRET ratio 530/480, 1 h;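 active = inhibition over about 50% at 20 µM in the single-dose screen, limit read from the data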;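 note: 0% = DMSO wells and 100% = excess unlabeled CBFb competitor control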
#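 Assay system: Cerulean-Runt domain / Medium: Tris 50 mM pH 7.5, KCl, K2SO4, 0.01% BSA / Timing: protein complex preformed 1 h, compound exposure 1 h, room temperature, dark / Measured by: FRET, excitation 422 nm, emission at 530 and 480 nm / Evaluation: loss of energy transfer signal / Control set: 5 µM unlabeled CBFb as full-inhibition high control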
# Hck Nef HTS: blocks Nef-activated human Hck kinase. 0.68% of 220,000 active. inhibition, % at 20 µM. Recombinant Hck-YEEI plus Nef, Z-Lyte FRET kinase assay;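 active = Hck-Nef kinase inhibition above about 50%, limit read from the data; inactive = inhibition below that limit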;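 note: 0% = DMSO with Hck plus Nef and 100% = Hck alone without Nef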
# 14-3-3 Bad inh: disrupts binding of bovine 14-3-3 zeta to phospho-Bad peptide; inhibition, % at 21.7 µM; TR-FRET 14-3-3zeta/Dy647-pBad peptide displacement, 1 h; AID 781; P63103; 0.71% of 220,000 active;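 active = inhibition above about 70%, limit read from the data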;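 note: 0% = full 14-3-3 plus peptide FRET controls and 100% = background without 14-3-3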
# Target sequence (P63103 whole entry, looked up): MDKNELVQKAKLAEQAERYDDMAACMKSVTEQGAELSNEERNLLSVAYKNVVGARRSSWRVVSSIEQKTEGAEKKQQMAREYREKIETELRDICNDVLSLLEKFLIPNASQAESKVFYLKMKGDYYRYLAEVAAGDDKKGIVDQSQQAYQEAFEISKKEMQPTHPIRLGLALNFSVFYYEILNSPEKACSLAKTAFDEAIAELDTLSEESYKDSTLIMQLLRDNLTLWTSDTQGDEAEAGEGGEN
# KLK5 inh: inhibitors of human kallikrein 5. recombinant hK5, fluorogenic AMC substrate cleavage. inhibition, % at 5 µM. 0.59% of 210,000 active. AID 873;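 active = inhibition of 40% or more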;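 note: 0% = enzyme controls without compound and 100% = no-enzyme blanks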
# FXIIa inh: inhibitors of human coagulation factor XIIa | 0.3% of 220,000 active | P00748 | AID 800 | inhibition, % at 5 µM | purified FXIIa, Boc-QGR-AMC fluorogenic substrate, 2 h; in the data active = inhibition above about 40%;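 note: 0% = enzyme with no compound and 100% = blank without enzyme; many of its hits are not listed in these tables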
# Wee1 degr inh: inhibitors of human Wee1 degradation. P30291. HeLa Luc-Wee1K328M stability, luciferase luminescence; 100% = proteasome inhibitor MG132 effect. 1.2% of 220,000 active. reporter increase, % at 5 µM;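 active = activation above the mean of all tested compounds plus 3 SD, set per screening run, cut at about 8.8% in these data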;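 note: cells exposed to compound for 20 h before luminescence read; 0% = DMSO alone and 100% = MG132 at 30 µM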
# Numbers without * were called inactive; nt = not tested or not shown; [ ] = remark or other dose.
Thrombin inh	FXIa inh 1536	Runt-SMMHC FRET	Runt-CBFb FRET	Hck Nef HTS	14-3-3 Bad inh	KLK5 inh	FXIIa inh	Wee1 degr inh	Compound
1	-3	1	-3	8	-2	nt	6	9.8*	COc1cccc(CNC(=O)c2cc(COc3c(F)cccc3F)on2)c1
-5	0	-5	0	-24	1	-9	-2	4	N#Cc1nc(Cc2ccccc2)oc1N1CCCC1
-18	1	-45	2	3	1	4	-3	-2	CC(=O)c1cc(C#N)c(SCc2ccccc2)nc1C
0	-1	-2	-1	20	-19	3	8	-4	O=C(COc1ccc(-n2ccnc2)cc1)Nc1cccc(Cl)c1
0	-16	-7	3	-2	-9	-1	4	2	CCOc1ccc(C(=O)NCc2ccco2)cc1
-5	-1	-4	nt	6	-1	-2	1	-1	CCN1CCN(CC(=O)NC2CCCCC2)C(=O)C1=O
1	11	-154	16	6	-10[fluorescence artefact?]	8	15	-2	CCOC(=O)C1=C(N)n2c(s/c(=C\c3ccco3)c2=O)=C(C(=O)OC(C)C)C1c1ccco1 (stereo not given)
-10	1	7	2	18	6	4	8	-2	CS(=O)(=O)NN1C(=O)c2ccccc2NC1c1ccccc1O (stereo not given)
2	3	-3	1	2	nt	-6	11	5	COc1cccc(CN2CCN(C(=O)c3cccc4ccccc34)CC2)c1OC
-3	5	-2	0	1	5	2	17	1	O=C(Nc1cccc(C(F)(F)F)c1)C1C2CC3OC(=O)C1C3C2 (stereo not given)
-5	1	1	1	-1	-1	-7	12	7	CCn1cc(SCC(=O)N2CCOCC2)c2ccccc21
-9	-1	-3	1	2	-3	0	4	2	Cc1cc(NC(=O)C2CCCN(S(=O)(=O)c3c(C)noc3C)C2)n[nH]1 (stereo not given)
-6	5	1	2	3	4	-7	13	2	COc1cc(-c2cc(C(=O)O)c3cc4c(cc3n2)OCCO4)cc(OC)c1OC
-3	-6	-2	14	-2	-3	-6	-3	8	Clc1ccc2c(c1)[C@H]1OCC[C@H]1[C@@H](c1ccco1)N2
-6	7	2	-1	4	-1[fluorescence artefact?]	-12	9	-1	Cc1ccc(NC(=O)c2cccc(S(=O)(=O)N(C)c3ccccc3)c2)cc1S(=O)(=O)N1CCOCC1
2	-1	2	-3	-2	-4	-5	7	-3	CCCCN(CCCC)Cc1ccc(C(=O)NNC(=O)Nc2ccc(F)cc2)o1
1	7	-4	0	2	2	-7	16	-3	Cc1ccc(Nc2nc(N)nc(CN3CCN(C)CC3)n2)cc1C
-3	-2	0	0	23	-26	2	6	-2	COc1ccccc1NC(=O)c1cc(Br)ccc1Cl
-9	-4	0	-1	8	-9[fluorescence artefact?]	-9	0	3	COc1ccc(S(=O)(=O)NCc2ccccc2)cc1
1	-2	-8	2	-7	1	-4	12	12*	COc1ccc(-c2nnc(SCC(=O)N/N=C/c3ccccc3C(=O)O)n2-c2ccc(Cl)cc2)cc1
-4	-3	0	-6	2	-4	2	4	0	COc1cc(OC)cc(C(=O)N[C@H](C(=O)OCC(=O)Nc2ccc(OC)c(OC)c2)C(C)C)c1
-6	-16	3	2	-1	-11[fluorescence artefact?]	-10	-12	-1	Cc1ccc(C(=O)NNC(=O)C2CCN(c3nccc(C)n3)CC2)cc1
4	7	3	-3	1	-6	-15	21	0	CCOC(=O)c1ccc(N2C(=O)c3n[nH]c(C)c3C2c2ccc(OC)c(OC)c2)cc1 (stereo not given)
2	2	2	1	0	7	-1	14	0	CC(C)COc1ccc2[nH]c3c(c2c1)CCCC3=O
-5	12	-1	2	5	3	-10	19	0	COc1ccc(/C(C)=N/NC(=S)NCc2ccco2)cc1
1	-1	2	-2	1	-3	-12	19	-3	Cc1ccccc1-c1nc(CN2CCC(C(=O)NCCCN3CCOCC3)CC2)c(C)o1
-9	0	3	1	4	-1	-21	5	0	COc1cc(C2N(c3ccc(Cl)cc3)C(=O)C3CCCN32)cc(OC)c1OC (stereo not given)
-4	-2	0	1	21	5[fluorescence artefact?]	-6	14	-1	COc1ccccc1N1CCN(C(=O)c2cc(C3CC3)on2)CC1
0	6	-4	-2	0	6	-6	16	3	O=C(C1CCCO1)N1CCN(c2c3c(nc4cc(-c5ccc(F)cc5)nn24)CCC3)CC1 (stereo not given)
-12	-10	-1	-1	2	-14	2	-6	-1	CC(=O)c1ccc(N2CCN(C(=S)Nc3ccccc3)CC2)cc1
-15	-3	0	-1	26	-12	5	7	-2	O=C(N/N=C\c1ccccc1)c1ccccc1-n1cccc1
0	-1	-3	-1	3	67	-3	7	-3	CCC12CN3CC(CC)(CN(C1)C3c1ccc(OC(C)C)cc1)C2=O (stereo not given)
-11	-1	5	1	29	41	-2	5	5	Cc1ccc2oc(-c3ccc(NC(=O)c4ccncc4)cc3O)nc2c1
0	10	0	-2	2	-11	-12	14	2	O=C(Cc1ccc(Cl)cc1)Nc1ccc(SC(F)F)cc1
-5	0	-4	0	0	-8	-16	5	-2	O=C1CC(C(=O)O)c2ccccc2N1 (stereo not given)
-1	10	0	1	20	2	-4	16	-2	Cc1ccc(C2CC(c3ccc(C)cc3)n3nc(N)nc3N2)cc1 (stereo not given)
-1	-1	4	0	23	-2	-14	7	-2	COc1cccc(C(C(=O)NC2CCCC2)N(CC2CCCO2)C(=O)Cc2cccs2)c1 (stereo not given)
-10	12	2	1	21	-6	7	14	5	Cc1nnsc1C(=O)N/N=C/c1cccc(C(F)(F)F)c1
-6	3	8	4	7	10	-4	6	1	CC(=O)CCc1c(C)nc2ccc(C(=O)O)cc2c1Cl
28	13	1	4	0	-4[fluorescence artefact?]	17	25	0	NC(=O)C1CC(=O)N(c2ccc(OCC(=O)Nc3cccc(C(F)(F)F)c3)cc2)C1 (stereo not given)
-3	1	-2	-2	11	-14	nt	4	3	O=c1[nH]c(CSc2nnc3ccccn23)nc2cc(C(F)(F)F)ccc12
-8	-6	1	-1	2	-11	11	1	0	COc1ccc(NC(=O)CCc2nc(-c3ccc(C)cc3)no2)c(OC)c1
-3	3	-1	0	-1	56	0	-9	0	Cc1cc(C(=O)OCC(=O)N2CC(=O)Nc3ccccc32)no1
-1	8	2	1	1	7[fluorescence artefact?]	-2	5	-1	CCOC(=O)/C(=N\Nc1ccccc1Cl)N1CCN(C)CC1
2	3	-4	28	1	-9	-19	16	0	COc1cccc(C2=NC(C)(C)NC(c3ccccc3O)C2)c1 (stereo not given)
-5	0	0	-2	1	2	-5	8	3	Cc1ccc(CN2C(=O)CCSc3ccc(Cl)cc32)cc1
-7	-4	3	-1	1	12	-18	1	1	O=C(COC(=O)C12CC3CC(CC(C3)C1)C2)Nc1nc2c(F)c(F)c(F)cc2s1
-12	-5	1	-1	22	-7	-1	8	1	COc1ccc(COCC(O)CN2CCC(C(N)=O)CC2)cc1OC (stereo not given)
-5	4	1	-1	0	6[fluorescence artefact?]	-28	8	1	Cc1cc(=O)oc2cc(OCC(=O)N3c4ccccc4CC3C)ccc12 (stereo not given)
7	-4	-3	0	-1	-9	-7	4	2	CCCCc1ccc(NC(=S)NCc2ccc(OC)cc2)cc1
2	5	-1	-5	3	-6	-6	5	2	CC1(C)CC(=O)C2=C(C1)N(c1ccc(F)cc1)C(=O)C2(NC(=O)c1ccccc1F)C(F)(F)F (stereo not given)
-1	1	2	-1	11	9	3	2	1	Nc1ccc(Cl)c(S(=O)(=O)Nc2ccc(Cl)cc2)c1
0	15	-4	4	-1	4	-7	22	4	O=C(CSc1nnc(Nc2ccccc2)s1)Nc1ccc(S(=O)(=O)N2CCOCC2)cc1
-9	1	-1	-3	5	3	-9	6	5	C/C(CC(=O)NCCCN1CCOCC1)=N\NC(=O)COc1cccc2ccccc12
0	2	-3	2	-1	9[fluorescence artefact?]	-2	12	-2	CCOc1ccc(NC(=O)c2cn(-c3ccc(OCC)cc3)c(=O)c3cc(OC)c(OC)cc23)cc1
-4	-1	nt	nt	20	-13	4	9	4	CCOC(=O)C1(CC2CCCCO2)CCN(Cc2cc3ccccc3[nH]2)CC1 (stereo not given)
-22	-11	15	11	20	11	-7	6	-1	COCCN=C1NN=C(c2ccc(C)c([N+](=O)[O-])c2)CS1
-3	4	-5	-1	1	9	0	12	1	COc1ccc(C2(O)CC3CCC(C2)N3c2cc(C)nc(-c3ccccc3)n2)cc1 (stereo not given)
-12	-4	-2	3	21	-14	-11	4	1	Cn1ccnc1/C(=N\NC(=O)c1ccccc1)c1cccc([N+](=O)[O-])c1
-3	-12	-1	nt	1	0	23	6	1	CC[n+]1c(P(=O)([O-])c2ccccc2)[nH]c2ccccc21

# (next part)
Thrombin inh	FXIa inh 1536	Runt-SMMHC FRET	Runt-CBFb FRET	Hck Nef HTS	14-3-3 Bad inh	KLK5 inh	FXIIa inh	Wee1 degr inh	Compound
-6	-9	0	3	-10	-2	12	-2	0	CC1CCN(C(=O)CCc2ccc(S(=O)(=O)NC(C)C)cc2)CC1
-1	0	3	-1	-16	-7[fluorescence artefact?]	-3	5	2	O=[N+]([O-])c1ccc(F)c(N=Cc2ccc(Br)s2)c1
-2	-4	-4	-2	-11	-4	-1	3	-4	O=C(COC(=O)CCSc1ccccc1)Nc1cc(F)ccc1F
-2	-3	-3	0	0	-3	-10	6	0	CCN(CC)CC1(O)CCN(C(=O)c2ccc(Cl)c(Cl)c2)CC1
2	-2	-1	1	0	6	29	-10	0	COC(=O)c1ccc(N2C(=O)CC(N3CCC(O)(c4ccc(Br)cc4)CC3)C2=O)cc1 (stereo not given)
8	4	-6	0	16	53	0	12	-2	CCOC(=O)c1sc2nc(CSc3ccccc3)nc(N3CCCN(C)CC3)c2c1C
6	-4	-1	1	-30	-11	-5	14	1	O=C(CNC(=O)c1ccco1)N/N=C/c1ccccc1[N+](=O)[O-]
16	0	14	4	28	-3	4	11	3	COCCCNC(=S)N/N=C/c1ccc(N(C)C)cc1
-4	-5	-1	-2	-11	8	10	5	-3	Cc1cc(C)c(COCc2cc(/C=N/O)c(C)cc2C)cc1/C=N/O
-7	-3	2	-2	12	-10	3	7	-3	COC(=O)c1c(NC(=O)c2ccccc2)sc(C(N)=O)c1C
-2	0	4	nt	1	3	2	-23	-2	COc1ccc2nc(/N=C(\N)NC(=O)C(C)(C)C)nc(C)c2c1

# Sorted by length of the SMILES (ascending): four of the compounds above.
Thrombin inh	FXIa inh 1536	Runt-SMMHC FRET	Runt-CBFb FRET	Hck Nef HTS	14-3-3 Bad inh	KLK5 inh	FXIIa inh	Wee1 degr inh	Compound
2	2	2	1	0	7	-1	14	0	CC(C)COc1ccc2[nH]c3c(c2c1)CCCC3=O
7	-4	-3	0	-1	-9	-7	4	2	CCCCc1ccc(NC(=S)NCc2ccc(OC)cc2)cc1
-3	1	-2	-2	11	-14	nt	4	3	O=c1[nH]c(CSc2nnc3ccccn23)nc2cc(C(F)(F)F)ccc12
-7	-4	3	-1	1	12	-18	1	1	O=C(COC(=O)C12CC3CC(CC(C3)C1)C2)Nc1nc2c(F)c(F)c(F)cc2s1

# Screening results (PubChem BioAssay)

# Compounds as they come. Share with any hit: about 4.2%.
